Source: PubChem
Tb PYK inh = blocks Trypanosoma brucei pyruvate kinase; Q57TT1; TbPYK enzyme, Kinase-Glo Plus ATP luminescence, 45 min; Potency, µM (titrated, usually from 76.8 µM), for the others: top-dose activity, negative = inhibition, most hits filed as inhibitors; 410,000 tested, 0.12% active; AID 624173; active means well fitted inhibition curve with a large enough effect; inconclusive means small, poorly fitted or top-dose-only effect; further: nearly all actives have a fitted effect of over 50% in size
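Glycolytic pyruvate kinase of T. brucei was incubated with substrate, test compound and 130 uM ADP for 45 minutes at room temperature. Luminescent Kinase-Glo Plus signal was measured after 10 minutes.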
* hit, by the source's call; u = inconclusive; [ ] = remark or other dose. On the % scale 0 is the no-effect control and ±100 the full control effect; potency means the concentration at half of the fitted maximal effect. Some of the compounds tested (hit frequency here may not be typical).

SMILES	Tb PYK inh
CCC/C=C/c1ccc(CN2C(CC(C)C)C(=O)N(Cc3cn(CCOCOC)nn3)CCS2(=O)=O)cc1 (stereo unspecified)	6.3%
COc1ccc(NC(=O)c2sc3nc4c(cc3c2N)N2CCC4CC2)cc1OC	-3.1%
O=C(NCc1ccccc1Cl)c1cccn1-c1nnc(N2CCCCC2)s1	1.9%[15.4 µM]
NCCN1CCN(CC(=O)N2c3ccccc3C(=O)Nc3cccnc32)CC1	-3.3%
N#C/C(=C\c1ccc(O)cc1)C(=O)NCC1CCCO1 (stereo unspecified)	0.7%
Cc1ccccc1C(=O)Nc1cccc(C(=O)OCc2cc(=O)n3c(C)csc3n2)c1	-7.7%
COC(=O)CCCn1cc(CN2CC(N3CCN(C)CC3)CS2(=O)=O)nn1 (stereo unspecified)	-2.4%
COc1ccc(NC(=O)C(Cc2ccccc2)NS(=O)(=O)c2ccc(Br)s2)cc1OC (stereo unspecified)	-2.1%
COC(=O)c1ccc(-n2c(/C=C\c3cccc(Br)c3)nc3ccccc3c2=O)cc1	-4.1%
O=C(CCS(=O)(=O)c1nc(-c2ccc3c(c2)OCO3)cc(C(F)(F)F)n1)Nc1ccccc1C(F)(F)F	1.0%
O=C(Nc1ccccc1)c1cc(C2CCCCN2C(=O)CCc2ccccc2)on1 (stereo unspecified)	3.1%
O=C(/C=C\c1ccccc1)NC1CC(=O)N(c2ccccc2)C1 (stereo unspecified)	6.5%
Cc1c(/C=C(\C#N)C(=O)Nc2cccc(Cl)c2)c2ccccc2n1Cc1ccccc1	0.4%
CCOc1cc(Cl)c(S(=O)(=O)n2cc(C)nc2CC)cc1Cl	0.4%
O=C(CCC1N=C2c3ccccc3N=C(SCc3cccc(Cl)c3)N2C1=O)NCCc1ccccc1 (stereo unspecified)	-5.8%
C[C@@H](NC(=O)c1ncn2c1C(=O)NC[C@@H]2C)c1ccccc1	5.9%
COC(=O)c1ccc2c(c1)N(Cc1ccccc1)C(=O)c1ccccc1S2(=O)=O	3.8%
COc1cc2nc(NCc3ccccc3)n3nc(-c4ccccc4)nc3c2cc1OC	3.7%
CC1(C(=O)NS(=O)(=O)c2cccc(F)c2)CCN1C(=O)Cc1cccs1 (stereo unspecified)	-3.4%
Cn1c(NCCO)nc2c1c(=O)n(Cc1cccc(F)c1)c(=O)n2C	-3.6%
COc1ccc(-c2noc(CSc3nc4ccccc4[nH]3)n2)cc1OC	-0.7%
CC(C)(C)c1ccc(C(=O)C2CC2)cc1	-0.6%
CCC(C)c1ccc(OCC(=O)Nc2cccc3ccc(C)nc23)cc1 (stereo unspecified)	-9.4%
Cc1cc(C)cc(-n2c(C)cc(C(=O)C(=O)Nc3nnc(C)s3)c2C)c1	2.9%
O=C(CCC1CCN(C(=O)CC2=CCCCC2)CC1)NCc1ccc(F)cc1	2.8%
CCc1nc2c(OCc3ccc(F)c(F)c3)cccn2c1N(C)C(=O)CC(C)C	6.4%
Cc1c(C(=O)NCc2ccc(C(C)C)cc2)sc(=O)n1Cc1cccc(F)c1	0.1%
Cc1nn(CC(=O)Nc2cccc(C(F)(F)F)c2)c(=O)c2nn(-c3ccccc3)c(C)c12	2.8%
CCc1nc2c(OCc3ccccc3C)cccn2c1N(C)C(=O)C(C)C	7.4%
Cc1ccccc1-c1nnc(C2CCN(S(=O)(=O)c3ccc(Cl)cc3)CC2)o1	-26.3%
CCc1ccc(CNC(=O)Cn2nc(-c3ccc(Cl)cc3)ccc2=O)cc1	0.9%
CC(C)C(N)c1csc(NC(=O)Nc2ccc(OC(F)(F)F)cc2)n1 (stereo unspecified)	-8.3%
C[C@H](CO)N1C[C@H](C)[C@@H](CN(C)Cc2cccc(C(=O)O)c2)OCc2cnnn2CCCC1=O	-3.6%
COc1cc2c(-c3ccccc3C)nc3c(c(C)nn3-c3ccccc3)c2cc1OC	-9.6%
CCCNC(=O)C1(C)CCN1C(=O)Cc1ccc(C(C)(C)C)cc1 (stereo unspecified)	0.2%
COCC(=O)N(C)C[C@H]1Oc2ncc(Br)cc2C(=O)N([C@@H](C)CO)C[C@H]1C	-5.5%
COc1cc(-c2noc(-c3nnn(-c4ccc(Cl)cc4)c3C)n2)cc(OC)c1OC	-7.2%
O=C(NCCc1ccc(Cl)cc1)c1cccc(S(=O)(=O)N2CCCC2)c1	5.3%
COc1ccccc1Cc1c(-c2ccc(OC)c(OC)c2)nc2c(C)cc(Br)cn12	-2.9%
CC(C)NC(=O)N1CCC2(CC1)CCN(C(=O)Oc1ccccc1)CC2	-8.1%
Cc1ccccc1OCc1nnc(SCc2cc(=O)c3ccc(C)c(C)c3[nH]2)n1C	-11.7%
O=[N+]([O-])c1ccc(CN2CC(N3CCN(CC4CC4)CC3)CS2(=O)=O)cc1 (stereo unspecified)	1.6%
CCC(c1nnnn1-c1c(C)cccc1C)N1CCN(CC)CC1 (stereo unspecified)	4.0%
Cc1ccc(CNC(=O)c2cccc(N3CCCS3(=O)=O)c2)cc1	1.2%
COC(=O)c1ccc(C2Nc3c(C)cc(C)cc3C3C=CCC32)cc1 (stereo unspecified)	u
CC(=O)NN=C(C)c1ccc(NC(=O)C2CC2)cc1	-4.8%
Cc1ccc(C)c(NC(=O)Cn2cc(C(=O)c3ccncc3)c(=O)c3cc(F)ccc32)c1	-0.7%
CC1(C(=O)Nc2ccc3nc[nH]c3c2)CCN1C(=O)CCc1ccccc1 (stereo unspecified)	-3.7%

Rewritten field by field: part of the list above.
> O=[N+]([O-])c1ccc(CN2CC(N3CCN(CC4CC4)CC3)CS2(=O)=O)cc1 (stereo unspecified)
  Tb PYK inh: 1.6%

> CCC(c1nnnn1-c1c(C)cccc1C)N1CCN(CC)CC1 (stereo unspecified)
  Tb PYK inh: 4.0%

> Cc1ccc(CNC(=O)c2cccc(N3CCCS3(=O)=O)c2)cc1
  Tb PYK inh: 1.2%

The listing continues.
SMILES	Tb PYK inh
O=C(NCCS(=O)(=O)N1CCN(c2ccc(F)cc2)CC1)C1CC(=O)N(c2ccc(F)cc2)C1 (stereo unspecified)	4.3%
COc1ccc(CNC(=O)Nc2ccc3c(c2)N(C)C(=O)c2ccccc2S3)cc1	0.2%
Cc1ccc(C(=O)NCC(c2ccco2)S(=O)(=O)c2ccc(Cl)cc2)cc1C (stereo unspecified)	-6.6%
CCOc1ccc(S(=O)(=O)N2CCCCC2)cc1NC(=O)Cc1ccc(OC)cc1	-7.0%
COc1ccc(CNC(=O)Cc2ccc(NC(=O)N3CCSc4ncccc43)cc2)cc1	-2.3%[15.4 µM]
COc1cccc(C(=O)NCC(=O)OCc2cc(=O)n3ccsc3n2)c1	4.2%
Cc1cc(C)cc(NC(=O)c2cnn(-c3ccc(C)c(C)c3)c2C2CCNCC2)c1	5.7%
CCNC(=O)C1(C)CCN(C(=O)c2ccccc2F)C1 (stereo unspecified)	-2.5%

Next structures
Compound	Tb PYK inh
Cc1ccc(NC(=O)Cn2nc3c(cc2=O)CCCC3)cc1Cl	3.5%
CCOc1ccccc1C(=O)N(Cc1cc(OC)c(OC)c(OC)c1)C1CCS(=O)(=O)C1 (stereo unspecified)	1.0%
CCOc1ccccc1NC(=O)CSc1nc2c(oc3ccccc32)c(=O)n1-c1ccc(C)c(C)c1	-6.7%
O=C(Nc1ccccc1C(=O)OCc1cc(=O)n2ccsc2n1)c1ccc(Cl)cc1	-9.7%
O=C(NCC1CC1)NC(=O)c1ccccc1F	1.7%
Cc1ccc(C(=O)Nc2c(C)nc3ccccn3c2=O)cc1C	-2.2%
CCc1nn2c(=O)c(S(=O)(=O)Nc3ccc(Br)cc3F)c(C)nc2s1	0.9%
CCOc1ccc(C(=O)NCCn2cc(SCC(=O)Nc3ccccc3)c3ccccc32)cc1	-11.9%
CN(Cc1ccccc1)C(=O)CN1C(=O)CSc2ccc(S(=O)(=O)N3CCOCC3)cc21	-2.9%
C(=C\c1ccccc1)/CN1CCN(C(c2cccs2)c2nnnn2Cc2ccccc2)CC1 (stereo unspecified)	0.2%
Cc1c2cnn(-c3ccccc3)c(=O)c2c(C)n1CCCC(=O)Nc1cccc(F)c1	-4.6%
C#CCN(C[C@@H]1[C@@H](OC(=O)NCc2ccccc2)[C@@H](OC(=O)NCc2ccccc2)CN(C(=O)OC(C)C)N1C(=O)OC(C)C)S(=O)(=O)c1ccc(C)cc1	-1.0%
C1=CC2(C=C1)OC21CCC2(C=CC3(C2)OC3C2CCCCC2)CC1 (stereo unspecified)	-14.7%
Cc1ccc2scc(N3CCC(C)CC3)c(=O)c2c1	-3.3%
COc1ccc(Cl)cc1NC(=O)c1cc(C)nc2c1c(C)nn2-c1ccccc1	-1.4%
COc1cc(OC)c(NC(=O)CCn2cccn2)cc1Cl	-3.1%
CCOC(=O)c1c(NC(=O)c2cc(-c3cccc(Cl)c3)on2)sc(C(C)=O)c1C	-11.7%
CCOC(=O)c1c(C)oc2nc(C)nc(NCCCN3CCN(c4ccccc4)CC3)c12	1.4%
O=C(Nc1ccccc1Cl)c1cc(C2CCCCN2C(=O)OCCF)on1 (stereo unspecified)	-0.4%
COc1ccc(N2C(=O)CSC23C(=O)N(Cc2cccc(C(F)(F)F)c2)c2ccccc23)cc1 (stereo unspecified)	-3.3%
COc1ccc(C(=O)CN2C(=O)N(c3ccc(C(C)=O)cc3)S(=O)(=O)c3ccccc32)cc1	5.9%
O=C(Cn1c(-c2cccs2)cc2cc(F)ccc21)NCCCN1CCN(c2ccccc2F)CC1	-1.4%
CCOc1ccc2nc(NC(=O)c3nc(SC(C)C)ncc3Cl)sc2c1	3.3%
COc1cccc(OC)c1C(=O)Nc1ccc(S(=O)(=O)Nc2nccc(C)n2)cc1	-2.0%
COc1cccc(C(=O)Nc2ccccc2OCc2cc(=O)n3cc(C)ccc3n2)c1	0.1%
COc1ccc(OC)c(CCNc2ncnc3onc(-c4ccc(F)cc4)c23)c1	-1.8%
Cc1ccccc1C(=O)n1nc(-c2ccco2)nc1NCc1cccs1	-1.3%
CN(C)S(=O)(=O)n1cc(/C=C(\NC(=O)c2ccccc2)C(=O)N2CCCCC2)c2ccccc21	-5.4%
NC(=O)c1cccc(Nc2nc(C(N)Cc3ccc(C(F)(F)F)cc3)cs2)n1 (stereo unspecified)	-11.3%
CCN(C(=O)Cn1nnc2sc(-c3ccccc3)cc2c1=O)c1cccc(C)c1	-18.9%

Sorted by count of non-hydrogen atoms (falling): part of the list above.
Compound	Tb PYK inh
COc1cccc(C(=O)Nc2ccccc2OCc2cc(=O)n3cc(C)ccc3n2)c1	0.1%
NC(=O)c1cccc(Nc2nc(C(N)Cc3ccc(C(F)(F)F)cc3)cs2)n1 (stereo unspecified)	-11.3%
Cc1ccccc1C(=O)n1nc(-c2ccco2)nc1NCc1cccs1	-1.3%

Later entries.
Compound	Tb PYK inh
O=C(COc1ccccc1)NCCc1csc(-c2cccc(F)c2)n1	1.0%
O=C(NCc1ccccc1)c1nc(S(=O)(=O)Cc2ccc(F)cc2)ncc1Cl	0.8%
O=c1[nH]c2cccc(Cl)c2c2ccccc12	3.8%
COc1ccc(OC)c(CNC(=O)c2ccc(C)c(NC(=O)c3nsc4ccccc34)c2)c1	-7.5%
Cc1ccc(Nc2nccc(N(C)c3ccc4c(C)n(C)nc4c3)n2)cc1S(N)(=O)=O	-4.7%
Cc1cccc(-n2ncc(C(=O)N3CCN(Cc4ccccc4)CC3)c2C2CCN(C(=O)OC(C)(C)C)CC2)c1	5.1%[15.4 µM]
COc1cc(NC(=O)c2ccc3c(Cl)c4c(nc3c2)CCC4)cc(OC)c1OC	-2.0%
CCOc1ccc(NC(=O)CSc2nc3c(c(=O)[nH]2)CCCC3)cc1	8.5%
CCOC(=O)CSc1nc2sc3c(c2c(=O)n1Cc1ccccc1)CC(C)CC3 (stereo unspecified)	-7.7%
CC(C)COC(=O)N1CCCCC1c1cc(C(=O)NC(C)C)no1 (stereo unspecified)	-11.4%
COc1ccc(-c2nc3ccccc3s2)cc1NC(=O)COc1ccc(C)cc1	-4.0%
Cc1ccc(C)c(N2CCN(CCCNC(=O)Cn3ncc4c([nH]c5ccccc54)c3=O)CC2)c1	-2.7%
O=C(CCn1cnc2ccccc2c1=O)NCc1ccccc1Cl	-0.3%
Cn1c(=O)n(C)c2cc(CNCCc3ccc(F)cc3)ccc21	2.9%
CCOC(=O)c1c(NC(=O)c2cc(C(C)C)on2)sc(C)c1C	-5.2%
COc1ccc(S(=O)(=O)NC(=O)C2(C)CCN2C(=O)c2ccc(C(F)(F)F)nc2C)cc1 (stereo unspecified)	0.0%
O=C(Nc1ccc(F)c(Cl)c1)Nc1c[nH]c(=O)[nH]c1=O	-4.5%
Cc1ccc(C)c(Oc2c(C(F)(F)F)oc3c(CN4CCN(C)CC4)c(O)ccc3c2=O)c1	1.6%
COc1ccc(-c2cc(=O)c3cc(OCC(=O)OC(C)C)ccc3o2)cc1	6.6%
Cc1ccc(CN(C(=O)COc2ccccc2Cl)c2ccccn2)o1	-22.2%
O=C(CCCN1CCN(c2ccc(F)cc2)CC1)NC1c2ccccc2CSc2ccccc21 (stereo unspecified)	-8.1%
COc1ccc(CNC(=O)CC2N=C3c4ccccc4N=C(SCC(=O)Nc4ccc(C(C)C)cc4)N3C2=O)cc1 (stereo unspecified)	2.0%
CCc1nc2cccnc2n1-c1ccc(CC(=O)Nc2c(C)cccc2C)cc1	1.0%[15.4 µM]
O=C(Cc1ccc(F)cc1)NC1CC(=O)N(c2ccccc2)C1 (stereo unspecified)	-4.5%
COc1ccc(S(=O)(=O)NC(C)c2ccc3c(c2)OCCO3)cc1 (stereo unspecified)	-11.3%
Cc1ccc(C2CC(=O)Nc3cc4c(cc32)OCCO4)cc1Br (stereo unspecified)	-12.3%
Cc1ccc(CCNC(=O)C2CCN(c3nnc(-n4cccc4CNc4ccc(C)cc4)s3)CC2)cc1	3.5%
Cc1cc(O)ccc1-c1cc(C(=O)NCc2ccc(F)cc2)[nH]n1	1.2%
